Screens deposited in PubChem BioAssay by several laboratories.
MBD2 DNA inh = blocks human MBD2 binding to methylated DNA; Q9UBB5; inhibition, % at 4.4 µM; AID 686964; 370,000 tested, 0.31% active; TR-FRET, MBD2 binding to methylated oligonucleotide; in the data active = inhibition above about 13%
mABHD4 FP = ABHD4 (mouse) inhibition, primary FP screen; Q8VD66; purified mABHD4, FP-Rh probe fluorescence polarization; inhibition, % at 8.92 µM; 370,000 tested, 0.54% active;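 active = inhibition exceeding the mean over every tested compound plus 3 SD, cut at about 30% in these data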;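 also: 0% = plate median of compound wells and 100% = S159A mutant with DMSO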
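Doses – 8.92 µM, single dose · Material – wild-type mouse ABHD4 protein · Replication – single well per compound (singlicate) · Measure – percent inhibition of probe binding, normalized to plate controls · Schedule – 45 min compound pre-incubation plus 60 min probe step, 25 °C · Detection – fluorescence polarization with parallel and perpendicular emission, 525/598 nm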
SIAE primary = blocks human sialic acid acetylesterase; Q9HAT2; SIAE FP-Rh probe binding, fluorescence polarization; inhibition, % at 9.66 µM; 370,000 tested, 0.69% active;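 active = inhibition above a cutoff: mean of compounds within the control limits plus 3 SD of those, cut at about 17% in these data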;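 also: 0% = plate median of compound wells and 100% = probe without SIAE protein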
Target sequence (Q9HAT2 whole entry, looked up): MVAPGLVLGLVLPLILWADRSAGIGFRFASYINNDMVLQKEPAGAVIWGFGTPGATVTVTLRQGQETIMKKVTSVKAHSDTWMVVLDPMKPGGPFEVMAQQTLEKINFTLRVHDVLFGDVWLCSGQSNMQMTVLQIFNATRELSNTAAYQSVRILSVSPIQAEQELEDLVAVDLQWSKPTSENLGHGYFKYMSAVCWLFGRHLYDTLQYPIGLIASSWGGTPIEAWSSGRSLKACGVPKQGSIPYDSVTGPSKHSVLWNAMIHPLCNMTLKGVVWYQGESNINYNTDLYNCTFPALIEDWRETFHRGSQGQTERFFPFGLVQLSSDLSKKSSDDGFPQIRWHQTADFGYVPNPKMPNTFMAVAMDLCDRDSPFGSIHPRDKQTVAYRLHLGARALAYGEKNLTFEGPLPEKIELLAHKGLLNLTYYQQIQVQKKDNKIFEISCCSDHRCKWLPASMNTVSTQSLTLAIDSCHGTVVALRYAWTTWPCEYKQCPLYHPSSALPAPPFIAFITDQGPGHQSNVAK
NPR2 activator = GC-B (human) receptor activation; 370,000 tested, 0.11% active; HEK293-GC-B cells, CNP EC30, cGMP TR-FRET; 0% at EC30 CNP, 100% saturating CNP; P20594; AID 1920062; activation, % at 10 µM;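 active = activation at 10 µM reaching about 35% in either raw or pattern-adjusted values, limit read from the data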
PRMT1 FP inh = blocks human protein arginine methyltransferase 1; Q99873; recombinant PRMT1, activity-based probe fluorescence polarization; inhibition, % at 2.79 µM; 370,000 tested, 1.3% active; AID 652257;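 active = inhibition above about 21% made by adding two undisclosed values, limit read from the data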
Target sequence (Q99873 whole entry, looked up): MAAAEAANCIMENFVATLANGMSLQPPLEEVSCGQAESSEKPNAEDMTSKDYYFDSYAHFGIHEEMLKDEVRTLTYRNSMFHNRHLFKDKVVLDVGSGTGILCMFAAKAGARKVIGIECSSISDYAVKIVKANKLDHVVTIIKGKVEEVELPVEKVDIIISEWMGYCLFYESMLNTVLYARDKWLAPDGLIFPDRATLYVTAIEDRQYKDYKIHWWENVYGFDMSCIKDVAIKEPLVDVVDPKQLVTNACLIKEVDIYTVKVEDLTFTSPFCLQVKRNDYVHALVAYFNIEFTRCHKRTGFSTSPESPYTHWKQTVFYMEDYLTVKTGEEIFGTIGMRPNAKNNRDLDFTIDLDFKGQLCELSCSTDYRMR
LEDGF integ inh = blocks HIV-1 LEDGF/p75-dependent DNA integration | TR-FRET IN-LEDGF/p75 DNA integration, Eu/Cy5 | inhibition, % at 3.7 µM | 370,000 tested, 0.64% active | AID 743269;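 active = inhibition above the screen-wide mean plus 3 SD, cut at about 13% in these data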;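 also: signal is the Cy5 over europium emission ratio at 671 and 618 nm; 0% = plate median of compound wells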
HTRA1 inhibitor = blocks human HTRA1 serine peptidase; recombinant HTRA1, FP-rhodamine activity-based probe, fluorescence polarization; 340,000 tested, 0.5% active; Q92743; inhibition, % at 5.96 µM; in the data active = inhibition above about 36%;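 also: 0% = enzyme with DMSO and 100% = wells lacking enzyme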
rCAG binder = r(CAG) repeat RNA binding. TO-PRO-1 dye displacement fluorescence. 370,000 tested, 1.3% active. AID 651821. inhibition, % at 3 µM;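 active = inhibition above the plate cutoff, the mean of all test compounds on that plate plus 3 SD, cut at about 35% in these data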;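 also: 0% = DMSO alone and 100% = 100 µM mitoxantrone as full dye displacement; higher means more dye released from RNA so lower well fluorescence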
TDP2 inh = blocks human TDP2 phosphodiesterase activity; AID 720702; recombinant TDP2, T5PNP hydrolysis, p-nitrophenol absorbance 415 nm; inhibition, % at 12.8 µM; O95551; 370,000 tested, 0.34% active;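 active = inhibition above the mean of all tested compounds plus 3 SD, set per campaign, cut at about 25% in these data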;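 also: 0% = DMSO with enzyme and 100% = buffer with substrate but no TDP2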
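Material: recombinant human TDP2; quantity: TDP2 enzyme at 120 nM final; medium: Tris-HCl pH 7.5 with MgCl2; compound: single concentration, 12.8 µM nominal, with 1% DMSO; incubation: 2 h enzyme incubation at 37 °C; signal: epi absorbance; measure: percent inhibition; benchmarks: high control without enzyme, low control DMSO plus TDP2; repeats: singlicate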
TCR-CD3 inh = human TCR-CD3 binding inhibition; TAMRA-labeled TCR probe fluorescence, biochemical; inhibition, % at 9.4 µM; 360,000 tested, 0.37% active; AID 651800; in the data active = inhibition above about 19%;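 also: recombinant mutant TCR 2C K166C tagged with TAMRA read by polarization; 0% = receptor in buffer alone and 100% = receptor with positive control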
Numbers without * were called inactive; x = not tested or not shown. The list is partial (hit frequency here may not be typical).

Every second line gives: MBD2 DNA inh, mABHD4 FP, SIAE primary, NPR2 activator, PRMT1 FP inh, LEDGF integ inh, HTRA1 inhibitor, rCAG binder, TDP2 inh, TCR-CD3 inh
> O=C(CCCl)Nc1nnc(SCC(=O)NC2CCCC2)s1
 : 7, -2, 0, 6, 1, 1, 4, -2, -11, -2
> O=C(CSc1nnc(-c2ccccn2)n1-c1ccc(Cl)cc1)Nc1ccccc1-c1ccccc1
 : -1, -9, 0, -17, 1, -3, x, 8, 2, x
> O=C(NOCc1ccccc1)OCc1ccccc1
 : 4, -11, -6, -2, 0, 1, 4, -1, 9, 1
> C=CCn1c(C)nnc1SCC(=O)c1c(N)n(C2CC2)c(=O)[nH]c1=O
 : -3, 1, 0, -1, -6, 1, -1, 0, -6, 6
> N#Cc1ccccc1Cn1c(=O)n(Cc2ccc(C(=O)NCc3ccco3)cc2)c(=O)c2sccc21
 : 3, -12, -18, x, 14, -1, -17, 9, 1, 1
> COc1cc(CNc2ncnc3c2ncn3[C@H]2CN(CCN3CCOCC3)C[C@@H](CO)O2)cc(OC)c1OC
 : 3, 10, -3, 1, 1, 0, x, -1, 7, -4
> CCn1c(CC(=O)Nc2ccc(C)cc2)nnc1SCC(=O)Nc1nc(C)cs1
 : 0, 1, 0, -2, -1, -2, 0, -2, -5, -8
> COc1cccc(CNc2nn[nH]n2)c1OC
 : -2, 4, -1, 2, 2, -1, 8, 3, 5, -2
> Cc1c(NC(=O)C23CC4CC(CC(C4)C2)C3)c(=O)n(-c2ccccc2)n1C
 : -2, -5, 6, 4, 4, 1, 3, -3, -3, -11
> COCc1cc(=O)c2ccccc2o1
 : -3, 4, 13, -3, -1, -1, 11, 3, -12, -3
> C/C(=C\C(=O)c1ccc(C)o1)Nc1ccc2c(c1)OCO2
 : -7, 11, 11, -1, 9, -5, 18, 8, 12, 1
> Cc1cc(Br)cn2c(Cc3ccsc3)c(C(C)(C)C)nc12
 : 5, 10, 5, -3, 16, 4, x, 1, -4, 13
> COc1ccc(CC(=O)Nc2ccc(-c3cn4ccc(C)cc4n3)cc2)cc1
 : 6, -10, -1, 2, 3, 0, -10, 11, -7, -2
> COC(=O)CCCC1=CC2=C(c3ccccc3)C(=O)C(C)(OC(=O)C3CCCC3)C(=O)C2=CN1c1ccccc1 (centres undefined)
 : -4, 12, 3, 1, 1, 2, 6, 5, 16, 3
> C[C@@H](OC(=O)c1[nH]cnc1C(=O)NCc1ccc(CNC(=O)OC(C)(C)C)cc1)c1ccccc1
 : -2, -39, -20, 6, 0, 1, -29, -4, -28, 1
> CSCCC(NC(=O)c1ccccc1Br)C(=O)N1CCN(C(C)=O)CC1 (centres undefined)
 : -3, -7, 0, 6, 0, 2, -3, 0, -3, -12
> O=C(O)CC1C(=O)OCN1C(=O)OCc1ccccc1 (centres undefined)
 : 0, 6, 0, 2, -1, -1, 5, 0, 9, -1
> c1ccc(-c2ccc3nncn3c2)cc1
 : 6, 7, 1, -2, 0, 1, x, 0, -2, -1
> CCn1cc(C(=O)NCCN(C)C)c(=O)c2cc(F)c(N3CCN(C)CC3)cc21
 : 9, -6, 4, 5, -3, 5, 1, -4, -1, -7
> O=C(Nc1ccc(-n2cnnn2)cc1)C1CCCN1C(=O)Nc1ccc(Br)cc1 (centres undefined)
 : 6, 4, 1, -4, -1, 0, 1, 5, 2, -3
> COc1ccc(C2=Nc3ccccc3N(C(=O)c3ccc4c(c3)OCO4)C2C(=O)NCc2ccccc2)cc1 (centres undefined)
 : -3, -20, -8, 4, -1, -1, x, 10, 7, -1
> COc1ccc(S(=O)(=O)Nc2cccc(C(C)=O)c2)cc1Br
 : 6, -1, -7, -7, 5, 6, -1, 5, -8, -15
> COC(=O)CCP(=O)(O)Cc1ccccc1CP(=O)(O)CCC(=O)OC
 : -4, 6, 1, -3, 3, -3, 1, 1, -4, -2
> COC(=O)[C@H](CC(C)C)NS(=O)(=O)c1ccc(F)cc1Br
 : -4, 1, 5, -6, -3, 1, -2, 0, -2, 7
> O=C(NCCO)/C(=C/c1cccc([N+](=O)[O-])c1)NC(=O)c1ccco1
 : -3, 2, -4, 0, -4, 0, -1, 2, 7, 8
> COc1ccc(-c2nc3ccc(N4CCN(C)CC4)cc3c(=O)[nH]2)cc1
 : 2, 0, 3, 5, -4, 1, 6, -7, -3, 6
> CCOC(=O)C1CCN(C(=O)c2ccc(OCC(=O)Nc3cccc(C(F)(F)F)c3)cc2)CC1
 : 0, -5, -5, 4, -2, 4, -8, -8, -2, 2
> CSC1=N/C(=C\c2ccccc2C)C(=O)S1
 : 1, 8, 5, 5, 1, 2, 13, -1, -3, 3
> CCN(CC)CCn1c2c(c(SCC(=O)Nc3cccc(C(C)=O)c3)nc1=O)CCCC2
 : 9, -2, -11, 2, -3, 0, -11, -5, 9, 0
> CC(C)C(=O)Nc1ccc(S(=O)(=O)Nc2nccc(/C=C/c3ccccc3)n2)cc1
 : 5, 8, 1, 3, 2, -2, -3, 23, 1, -2
> CCCCN1C(=N)N([C@@H](C)CN2CCC[C@H]2CN2C(N)=NC[C@@H]2Cc2ccccc2)C[C@H]1Cc1ccccc1
 : 4, 12, 4, -3, 1, 2, 1, 12, 1, 2
> O=C(N=Nc1c(O)[nH]c2ccccc12)c1cccc(S(=O)(=O)Nc2ccccc2Cl)c1
 : 1, 29, -4, 1, 2, 1, -3, 33, -1, -7
> CN1C(=O)C(C)(C)c2cc(S(=O)(=O)N3CCCC3C(=O)NCc3ccccc3Cl)ccc21 (centres undefined)
 : 4, 0, 2, 3, 0, -4, 2, 1, 1, -3
> Cc1csc(NC(=O)c2sccc2C)n1
 : 1, 3, -3, 1, 1, 0, -3, 2, -2, -7
> Cc1cc2nc(-c3ccc(F)cc3)c(Cc3ccsc3)n2c(C)c1Br
 : 1, -2, 5, 1, 1, -3, x, 6, 7, -4
> C=CCn1c(SCC(=O)NCC(=O)OCC)nnc1-c1cccc(OC)c1
 : -3, 1, 2, 2, -1, 2, -1, -7, -15, 4
> CN(C)S(=O)(=O)c1ccc(Cl)c(NC(=O)C2CCN(S(=O)(=O)c3cccs3)CC2)c1
 : 1, 0, 4, -2, 1, 2, -1, 6, 8, 2
> Cc1ccc(C)c(Cn2nnc3c(=O)[nH]c(C4CCCN(S(=O)(=O)Cc5ccccc5)C4)nc32)c1 (centres undefined)
 : 2, 2, -17, 0, -7, 3, -2, -1, -10, 4
> CCN(CC)S(=O)(=O)c1ccc(NC(=O)CCN2C(=O)C3CC=CCC3C2=O)cc1 (centres undefined)
 : -1, 3, 1, -3, 1, -1, 7, 8, -6, 4
> COc1ccc(OCCCC(=O)NC(C)c2ccccc2)cc1 (centres undefined)
 : -1, 1, -5, -1, -1, -1, 2, 1, -8, 3
> COc1ccc(C(O)c2nc(-c3cccc(CO)c3)cs2)cc1 (centres undefined)
 : -2, -8, -1, 0, -1, 2, x, 0, -10, -10
> CC(=O)C1=C(O)C(=O)N(c2ccccn2)C1c1ccc(C)cc1 (centres undefined)
 : -5, 0, -2, 5, -1, 2, 4, 0, 3, -1
> O=C(OCc1ccc([N+](=O)[O-])cc1)C1CC(=O)N(CCc2ccccc2)C1 (centres undefined)
 : 2, 0, 7, -2, -1, 0, 6, -5, 10, 4
> CCN(CC(=O)NC)S(=O)(=O)c1ccc(C)cc1
 : 1, 0, -1, 4, 0, -3, 4, 0, -5, 0
> COc1ccc(/C=N/NC(=O)c2[nH]ncc2Br)c(OC)c1
 : -5, -6, -5, -8, -5, -1, -2, -1, -1, 0
> O=P(Cc1cccc[n+]1[O-])(c1ccccc1)c1ccccc1
 : -3, -13, -7, -1, 0, 3, 1, 0, -8, -4
> CC1(C)CC(=O)/C(=C(\O)c2ccccc2)C(=NCCc2ccccc2)C1
 : -3, -3, 9, -6, -2, 1, -3, -8, 1, 2
> Cc1onc(-c2ccccc2)c1C(=O)NCc1ccccc1F
 : -2, -4, -1, 3, 1, -3, -15, -4, -3, -1
> O=C(Nc1ccc(S(=O)(=O)Nc2nccs2)cc1)c1ccccc1OC(F)F
 : 5, 7, 2, 1, -1, -1, -1, 8, -5, 4
> COc1ccccc1C(=O)Nc1c(-c2ccccc2)nc2ccccn12
 : -1, 3, 8, 7, 0, -5, 4, 4, 9, -4

Further compounds follow.
Every second line gives: MBD2 DNA inh, mABHD4 FP, SIAE primary, NPR2 activator, PRMT1 FP inh, LEDGF integ inh, HTRA1 inhibitor, rCAG binder, TDP2 inh, TCR-CD3 inh
> Cc1ccccc1N=C/C=C1/C=C(c2ccccc2)OC(C)(C)O1
 : 0, 4, -5, -1, 3, -1, 3, -2, -2, -3
> CC1CCCN(C(=O)C2CCC(CNc3c(N4CCCCC4)c(=O)c3=O)CC2)C1 (centres undefined)
 : 1, 3, 0, 1, 5, -3, -4, 1, -16, -5
> Clc1ccccc1-c1ccc2ncnc(NCc3cccs3)c2c1
 : 3, -34, -18, 12, 0, -1, -43, 12, -8, -2
> Nc1nc(CSCCO)nc(Nc2ccccc2)n1
 : 1, 2, -8, 3, 2, 1, -8, 2, 1, 7
> CN(C)c1nc(N)nc(CSc2ncc(Cl)cc2Cl)n1
 : 1, -4, 1, 1, 1, 2, -8, -1, -1, 4
> COc1ccc(NC(=O)CCCC(=O)O)cc1Cl
 : -1, -4, 6, 1, -3, 4, 2, -2, 13, 2
> CCN(CC)C(=O)CSCC(=O)Nc1ccccc1
 : 1, 2, 1, 3, 3, -3, 1, -3, -5, 0
> COc1ccccc1-c1c(C)nn2c(-c3ccccc3)cc(C)nc12
 : 4, -4, -1, -10, 6, -2, -4, -5, -11, 2
> Cc1ccc(O)c(C(=O)c2cc(C#N)c(=O)n(-c3c(C)n(C)n(-c4ccccc4)c3=O)c2)c1
 : 0, 1, 7, -6, 3, 0, -2, -12, 6, 1
